From PubChem
TRPC6 inh – mouse TRPC6 channel inhibition; 310,000 compounds, 1.1% hits; Q61143; B-score at 10 µM; HEK293-TRPC6, membrane potential dye, ACh-evoked depolarization; stronger effect = lower value;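 active = B-score under library mean minus 3 SD, initial fluorescence not abnormally high, positive integrated signal ratio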;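 also: B-score derived from integrated fluorescence ratio over the kinetic read; more negative B-score means stronger inhibition of depolarization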
RGS4 block – inhibitors of human RGS4 | P49798 | HEK293 M3R/RGS4 inducible, Fluo-4 calcium flux; stronger effect = higher value; triggered by carbachol at its EC20 | B-score at 10 µM | AID 463165 | 310,000 compounds, 0.45% hits;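 active = B-score, a plate-corrected calcium signal, over three deviations above library mean, with baseline fluorescence within five deviations of library mean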;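 also: RGS4 expression induced by doxycycline in cells with stable M3 receptor; B-score is computed from the integrated fluorescence ratio over baseline after carbachol; higher B-score means a larger calcium signal and so more RGS4 inhibition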
Target sequence (P49798 whole entry, looked up): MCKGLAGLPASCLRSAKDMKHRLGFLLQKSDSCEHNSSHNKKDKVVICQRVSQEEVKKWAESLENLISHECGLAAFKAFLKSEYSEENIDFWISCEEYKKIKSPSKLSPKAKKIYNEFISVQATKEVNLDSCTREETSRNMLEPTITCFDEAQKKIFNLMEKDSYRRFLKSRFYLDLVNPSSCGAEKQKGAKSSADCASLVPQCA
MrgX1 agonist – human MrgX1 receptor agonism, primary screen | Q96LB2 | MrgX1-HEK293 cells, Fluo-4 calcium fluorescence, agonist mode; stronger effect = higher value | B-score at 10 µM | 310,000 compounds, 0.44% hits;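 active = calcium response B-score plate-corrected fluorescence ratio at least 3 library SD, with starting fluorescence B-score inside 5 SD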
Target sequence (Q96LB2 whole entry, looked up): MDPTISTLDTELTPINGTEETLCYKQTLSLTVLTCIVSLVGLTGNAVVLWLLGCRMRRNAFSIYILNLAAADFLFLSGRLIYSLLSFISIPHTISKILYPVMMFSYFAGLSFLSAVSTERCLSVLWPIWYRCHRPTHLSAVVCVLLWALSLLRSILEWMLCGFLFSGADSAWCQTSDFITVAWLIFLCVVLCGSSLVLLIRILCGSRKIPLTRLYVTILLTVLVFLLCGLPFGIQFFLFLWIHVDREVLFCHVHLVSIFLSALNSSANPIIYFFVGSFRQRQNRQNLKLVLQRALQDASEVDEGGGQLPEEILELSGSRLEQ
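Test system: HEK293 cells stably expressing human MrgX1 receptor; amount: 15,000 cells per well; doses: compound delivered in addition one of three; times: overnight plating before 1 h dye loading; detection: Fluo-4 NW calcium-flux fluorescence, kinetic read; read-out basis: B-scored fluorescence response ratio; controls: positive and negative controls per plate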
TRPC6 activator – activates the mouse TRPC6 cation channel; Q61143; HEK293-TRPC6 membrane potential dye fluorescence; stronger effect = higher value; B-score at 10 µM; 310,000 compounds, 0.13% hits;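 active = B-score of the integrated fluorescence ratio above library mean plus 3 SD, and starting fluorescence ratio within library mean plus 5 SD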;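 also: higher score means more depolarization so channel activation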
TRPC4 block – inhibitors of mouse TRPC4 channel | Q9QUQ5 | B-score at 10 µM | HEK293 TRPC4beta/mu-opioid, DAMGO-evoked Fluo4 calcium flux; stronger effect = lower value | 300,000 compounds, 0.39% hits;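 active = B-score over 3 SD under the library average, no early fluorescence shift, positive overall ratio signal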
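Material: HEK293 cells with stable TRPC4beta plus mu-opioid receptor expression; probe or stimulus: DAMGO in two steps, submaximal then maximal; technique: Fluo4 calcium fluorescence by kinetic imaging, 5 s 1 Hz baseline; measure: integrated fluorescence ratio relative to baseline, converted to per-well B score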
MrgX1 allo act – allosterically activates human MrgX1 receptor signaling; MrgX1-HEK293, Fluo-4 calcium flux, FDSS; stronger effect = higher value; B-score at 10 µM; 310,000 compounds, 0.63% hits; AID 588675;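 active = plate-corrected calcium response at least 3 library SD above typical, normal starting fluorescence, not activating the receptor alone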;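 also: compound read alongside a low EC10 to EC30 dose of BAM8-22 agonist; peak minus trough fluorescence over baseline measured at the second addition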
HIF activator – HIF pathway transcriptional activation; U2OS HRE-luciferase reporter, luminescence; normalized: DMSO 0%, desferrioxamine 100%; activation, % at 7.5 µM (by protocol); 300,000 compounds, 0.32% hits; AID 1910;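 active = mean activation of at least 10% of the iron chelator positive control signal, with at least half of replicates also reaching 10%; inconclusive = mean and replicate majority disagree about reaching 10%; inactive = mean and most replicates under 10%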
Platelet DG rel – modulates dense granule release in human platelets; human platelet-rich plasma, SFLLRN dense granule ATP release, luminescence; inhibition, %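 (compounds screened at 7.5 µM in platelet-rich plasma)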; 300,000 compounds, 0.22% hits; AID 1663;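 active = mean replicate score, as percent of positive control, at or above 50; inconclusive = mean below 50 but at least one replicate at or above 50; inactive = mean and every replicate below 50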
SKKanGAS inh – blocks kanamycin growth of S. pyogenes SKKanGAS strain. BacTiter-Glo, 6 h. inhibition, % at 7.5 µM. 300,000 compounds, 1.3% hits. AID 1662;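 active = mean replicate score, as percent of positive control median, at least 50; inconclusive = mean below 50 but one replicate at or above 50; inactive = mean and every replicate below 50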;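 also: strain carries kanamycin resistance gene driven by streptokinase promoter and grows in 40 µg/ml kanamycin; loss of luminescence reflects streptokinase promoter inhibition or plain growth inhibition; 0% = median of DMSO wells and 100% = positive control at its reference dose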
RGS4 act – RGS4 potentiation or activation | B-score at 10 µM | HEK293 M3R/inducible RGS4, carbachol calcium flux Fluo4; stronger effect = lower value | 310,000 compounds, 0.92% hits;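 active = B-score of the integrated calcium signal more than 4 SD below the library mean, with starting fluorescence not abnormally high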;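 also: negative B-score means reduced calcium response which marks RGS4 activation or potentiation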
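Reagent: ECmax carbachol challenge; Test system: M3R-expressing HEK293 line, RGS4 induced by doxycycline; Schedule: overnight RGS4 induction, 30 min dye load 37 °C, 20 min compound RT; Detection: calcium dye Fluo4 fluorescence; Read-out: Agonist-evoked peak-minus-minimum fluorescence over baseline, integrated ratio, B score.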
MrgX1 antagonist – blocks BAM8-22 activation of human MrgX1 receptor. MRGX1-HEK293 calcium flux, Fluo-4, BAM8-22 antagonism; stronger effect = lower value. B-score at 10 µM. 310,000 compounds, 1.3% hits;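 active = calcium-response B-score plate-corrected more than 3 library SD below zero, starting fluorescence within 5 deviations, no agonist response on first addition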;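 also: peak minus trough fluorescence over baseline after final BAM8-22 challenge near maximal dose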
* marks the source's active call; other numbers are inactive results; i = inactive; ? = inconclusive; nt = not tested or not shown. Outcome played no part in choosing rows. Share with any hit: about 6.1%.

Compound | TRPC6 inh | RGS4 block | MrgX1 agonist | TRPC6 activator | TRPC4 block | MrgX1 allo act | HIF activator | Platelet DG rel | SKKanGAS inh | RGS4 act | MrgX1 antagonist
CCOc1ccc(NC(=O)Nc2cc(C)on2)cc1 | i | i | i | i | i | i | 2.6 | 15 | -5 | i | i
COc1ccc(Cl)cc1NC(=O)CN(C)CC(=O)Nc1ccccc1C(F)(F)F | i | i | i | i | i | i | 0.0 | 1 | -1 | i | i
COCCn1c(SCC(=O)Nc2ccccc2OC)nnc1-c1ccco1 | i | i | i | i | i | i | -0.3 | -4 | 1 | i | i
Cc1cc(-c2c(C(=O)N3CCOCC3)c(C)nn2-c2cccc(C(F)(F)F)c2)no1 | i | i | i | i | i | i | -1.5 | 17 | 0 | i | i
COc1ccc(C2CC(c3ccccc3OC(C)=O)=NN2C(=O)/C=C/c2ccccc2)cc1OC (centres undefined) | i | i | i | i | i | i | -0.2 | 0 | 21 | i | i
NC(=O)CC(NC(=O)c1ccccc1)c1ccc(N2CCN(c3ccccc3)CC2)c([N+](=O)[O-])c1 (centres undefined) | i | i | i | i | i | i | -1.4 | -6 | -1 | i | i
CNc1ncc(C(=O)c2ccccc2)s1 | i | i | i | i | i | i | 1.7 | -5 | -2 | i | i
N#Cc1c2n(c3c(=O)n(Cc4ccccc4Cl)cnc13)CCCC2 | i | i | i | i | i | i | -0.2 | -9 | -1 | i | i
CC1CCCN(c2ncnc3c2cnn3-c2ccccc2)C1 (centres undefined) | i | i | i | i | i | i | -1.6 | -5 | -7 | i | i
CCCCN(c1ccccc1)c1ncnc2nc[nH]c12 | i | i | i | i | i | i | -0.2 | 9 | -6 | i | i
CCOc1ccc(C(Nc2ccc(C)cc2)P2(=O)OCC(C)(C)CO2)cc1 (centres undefined) | i | i | i | i | i | i | 0.0 | 17 | 6 | i | i
O=C(Nc1ccccc1C(=O)N1CCOCC1)c1ccc([N+](=O)[O-])cc1 | i | i | i | i | i | i | 0.1 | 0 | 7 | i | i
O=C(CSc1ccc(F)cc1)NC1CCCCC1 | i | i | i | i | i | i | 0.6 | 3 | 5 | i | i
COc1ccc(S(=O)(=O)N2CCN(C)CC2)c(C)c1 | i | i | i | i | i | i | 1.4 | 6 | -2 | i | i
O=C(NC1CCCC1)C(c1ccccn1)N(C(=O)c1csnn1)C1CCCC1 (centres undefined) | i | i | i | i | i | i | -0.8 | -2 | 9 | i | i
COc1ccc(NC(=O)Cc2ccc(C)c(C)c2)cc1Cl | i | i | i | i | i | i | 1.0 | 6 | -2 | i | i
O=S(=O)(c1cccc(NC(=S)Nc2ccc(Br)cc2Cl)c1)N1CCOCC1 | i | i | i | i | i | i | 0.0 | 4 | -2 | i | i
CCn1c(Cn2nnc(-c3ccccc3)n2)nnc1SCC(=O)N1CCOCC1 | i | i | i | i | i | i | -0.4 | 0 | -2 | i | i
COC(=O)N/N=C/c1cc(N=Nc2ccccc2Cl)ccc1O | i | i | i | i | i | i | 0.1 | 1 | 15 | i | i
CCOC(=O)C1CCN(C(=O)C(=O)Nc2ccc3nc4n(c(=O)c3c2)CCCCC4)CC1 | i | i | i | i | i | i | -0.1 | -2 | -4 | i | i
Cc1cc(C)n(CCc2nc(-c3ccco3)cs2)n1 | i | i | i | i | i | i | -0.3 | 11 | 6 | i | i
COc1ccc(Cl)cc1NC(=O)Cn1c(NCCO)nc2ccccc21 | i | i | i | i | i | i | -0.2 | 11 | -9 | i | i
CCc1noc(C)c1C(=O)Nc1cc(S(=O)(=O)N2CCCCC2)ccc1N(C)C | i | i | i | i | i | i | -0.1 | 0 | -1 | i | i
S=C(NCc1cccs1)Nc1ccc(Cl)cc1 | i | i | i | i | i | i | 0.9 | 0 | 13 | i | i
COc1ccc(-n2ncc(N(C)n3cccc3)c(Cl)c2=O)cc1 | i | i | i | i | i | i | nt | nt | 0 | i | i
C=CCn1c(O)c(N=NC(=O)CNC(=O)/C=C/c2ccco2)c2ccccc21 | i | i | i | i | i | i | -0.1 | -1 | 3 | i | i
COc1ccc(C(CNC(=O)c2sccc2C)N2CCOCC2)cc1 (centres undefined) | i | i | i | i | i | i | 1.5 | -10 | -3 | i | i
Cc1ccc(C)c(CN2C(=O)c3ccccc3S(=O)c3ccc(C(=O)NCCCN4CCCC4)cc32)c1 (centres undefined) | i | i | i | i | i | i | -0.1 | -1 | 0 | i | i
S=C(c1ccc(Br)cc1)N1CCN(Cc2ccccc2)CC1 | i | i | i | i | i | i | 0.1 | 12 | 4 | i | i
CCOc1c(OC)cccc1C1CC(=O)Nc2cc3c(cc21)OCCO3 (centres undefined) | i | i | i | i | i | i | 0.7 | 5 | -5 | i | -4.9*
CC1CCc2sc(C(=O)NC(C)C3CCCO3)cc2C1 (centres undefined) | i | i | i | i | i | i | 3.1 | 7 | -15 | i | i
Cc1cccc(-c2oc3ccccc3c2-c2ccc3c(c2)OCO3)c1 | i | i | i | i | i | i | 1.6 | 2 | 52* | i | -6*
Clc1ccc(OCCN2CCOCC2)cc1 | i | i | i | i | i | i | 1.4 | 2 | 0 | i | i
COc1cc(NC(=O)c2cccnc2Sc2ccc(C)c(C)c2)cc(OC)c1OC | i | i | i | i | i | i | 0.9 | 8 | 9 | i | i
COc1cccc(C(=O)C2CCCN(Cc3cccc(OCCO)c3)C2)c1 (centres undefined) | i | i | i | i | i | i | 1.1 | 1 | -4 | i | i
CN=C1SC(CC(=O)Nc2ccc(F)cc2F)C(=O)N1/N=C(\C)c1cccc(OCC(=O)O)c1 (centres undefined) | i | i | i | i | i | i | 0.2 | 13 | -4 | i | i
COCc1ccc(CN2CCCC(C(=O)Nc3ccc(-c4cscn4)cc3)C2)o1 (centres undefined) | i | i | i | i | i | i | -0.2 | -15 | -1 | i | i
CCN(c1ccc(OC)cc1)S(=O)(=O)c1csc(C(N)=O)c1 | i | i | i | i | i | i | -2.1 | -2 | -2 | i | i
C=CCNC(=O)c1ccccc1NC(=O)c1ccc(Cl)c(S(=O)(=O)Nc2cc(C)ccc2C)c1 | i | i | i | i | i | i | -0.5 | -10 | ? | i | i
CC(=O)Oc1ccc(C(=O)N2c3ccccc3NC(=O)C2C)cc1 (centres undefined) | i | i | i | i | i | i | 0.3 | 18 | -2 | i | i
O=C(NC1CC1)c1cc(Cl)ccc1[N+](=O)[O-] | i | i | i | i | i | i | -0.1 | 11 | 7 | i | i
Cc1ccc(-c2cccc(C3CC=CC4C3C(=O)N(Cc3ccccc3)C4c3ccc(C(F)(F)F)cc3)c2)cc1 (centres undefined) | i | i | i | i | i | i | -0.5 | 3 | 4 | i | i
COc1cc2c(cc1OC)C(C)N(C(=O)c1sccc1C)CC2 (centres undefined) | i | i | i | i | i | i | -0.7 | 1 | 6 | i | i
COc1cccc(NC(=O)C(C)N2C(=O)c3ccccc3S2(=O)=O)c1 (centres undefined) | i | i | i | i | i | i | 1.4 | 3 | -2 | i | i
COC(=O)CCc1c(C)c(C#N)c2nc3ccccc3n2c1N1CCCC1 | i | i | i | i | i | i | 0.1 | -1 | -2 | i | i
CC1(C)CC(Nc2ccc(C(F)(F)F)cc2[N+](=O)[O-])CC(C)(C)N1 | i | i | i | i | i | i | -0.5 | 9 | -3 | i | i
Cc1ccn(S(=O)(=O)c2ccc3oc(=O)ccc3c2)n1 | i | i | i | i | i | i | 0.0 | 12 | 3 | i | i
CCc1ccc(N2C(=O)C3C4C=CC(CC4)C3C2=O)cc1 (centres undefined) | i | i | i | i | i | i | 2.1 | -15 | 2 | i | i
COC(=O)c1cc2c(ccn2-c2ccc(F)cc2)n1Cc1ccc(OC(C)=O)cc1 | i | i | i | i | i | i | 0.4 | -5 | 12 | i | i
Cc1ccc(-c2nnc(Nc3ccccc3)o2)cc1 | i | i | i | i | i | i | -2.5 | 37 | 15 | i | i
Cc1ccc(C)c(C(=O)COC(=O)c2cc([N+](=O)[O-])ccc2NCCO)c1 | i | i | i | i | i | i | -0.4 | -7 | -10 | i | i
CCOC(=O)N1CCN(S(=O)(=O)c2c[nH]c(C(=O)OC)c2)CC1 | i | i | i | i | i | i | 0.2 | -1 | 1 | i | i
Cc1cccc(NC(=O)Nc2ccccc2)n1 | i | i | i | i | i | i | 0.8 | 1 | -1 | i | i
COC(=O)CSc1nnc(CSc2nc(C)cc(C)n2)n1Cc1ccco1 | i | i | i | i | i | i | 0.6 | 2 | 4 | i | i
CC(C)(C)C1CCC(N2CCN(c3ccccc3)CC2)CC1 (centres undefined) | i | i | i | i | i | i | -31 | -2 | 2 | i | i
CCOc1ccc(S(=O)(=O)N2CCC(C(=O)NC3CC3)CC2)cc1Cl | i | i | i | i | i | i | 0.1 | 13 | 1 | i | i
CC(Sc1nncn1C)C(=O)Nc1ccc(S(N)(=O)=O)cc1 (centres undefined) | i | i | i | i | i | i | -0.3 | 15 | -5 | i | i
CCCc1nnc(SCC(=O)Nc2ccc(OCC)cc2)n1N | i | i | i | i | i | i | 0.1 | -2 | -5 | i | i
CCCCC(=O)Nc1nnn(CCC)n1 | i | i | i | i | i | i | nt | 18 | -2 | i | i
COc1ccc(OC)c(NC(=O)CCCN2C(=S)NC(C)(C)CC2C)c1 (centres undefined) | i | i | i | i | i | i | 0.0 | -2 | 19 | i | i

(more compounds)
Compound | TRPC6 inh | RGS4 block | MrgX1 agonist | TRPC6 activator | TRPC4 block | MrgX1 allo act | HIF activator | Platelet DG rel | SKKanGAS inh | RGS4 act | MrgX1 antagonist
CC(C)C1(C(C)C)OC(=O)c2ccccc21 | i | i | i | i | i | i | 1.3 | -6 | -10 | i | i
COc1cnn(-c2ccc(C)cc2)c(=O)c1Br | i | i | i | i | i | i | 1.3 | -10 | 0 | i | i
COCc1cc(=O)[nH]c(/N=C(\N)Nc2ccc(Oc3ccccc3)cc2)n1 | i | i | i | i | i | i | -0.1 | 7 | 4 | i | i
CC[N+](CC)(CC=C(C)C)CC(=O)OC | i | i | i | i | i | i | -0.4 | 4 | 3 | i | i
